NCF1 inh = inhibitors of human p47phox binding. P14598. p47phox/p22phox peptide binding, fluorescence polarization, 2 h. inhibition, % at 24.7 µM. 0.53% of 220,000 active. AID 1274;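 active means inhibition above about 30%, limit read from the data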;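 further: 0% = p47phox with labelled peptide and 100% = labelled peptide alone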
EBV gp42 inh = EBV gp42 inhibition | Q1HVG2 | Fluorescence polarization binding assay, mP read-out | inhibition, % (tested at 21.74 µM) | 0.42% of 220,000 active | AID 1085; in the data active means inhibition above about 50%
Target sequence (Q1HVG2 whole entry, looked up): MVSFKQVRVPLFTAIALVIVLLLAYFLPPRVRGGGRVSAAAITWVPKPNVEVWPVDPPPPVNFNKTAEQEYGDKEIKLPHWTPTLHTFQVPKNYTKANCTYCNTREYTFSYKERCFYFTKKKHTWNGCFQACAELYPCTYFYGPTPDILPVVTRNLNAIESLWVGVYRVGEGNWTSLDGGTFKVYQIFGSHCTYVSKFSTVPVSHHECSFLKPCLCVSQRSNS
TRPML3 agonist = activates the human TRPML3 channel; Q8TDD5; HEK293 TRPML3-YFP, Fluo-8 calcium fluorescence; 100% = the carbachol control signal; activation, % at 3 µM; 0.29% of 220,000 active;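 active means activation above its plate's cutoff, the mean activation of the plate's test wells plus 3 SD, cut at about 12% in these data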;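 further: 0% = DMSO only wells and 100% = carbachol wells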
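Material: TRPML3-YFP stable HEK293 cells | Dosing: One concentration, 3 µM nominal, 0.3% DMSO | Timing: 125 s total fluorescence read per well | Technique: Fluo-8 calcium dye fluorescence, ex 470-495, em 515-575 nm | Measure: Percent activation from peak-to-basal fluorescence ratio, scaled between DMSO and carbachol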
Runt-SMMHC FRET = Runt domain-CBFb-SMMHC interaction inhibition; Cerulean-Runt/Venus-CBFb-SMMHC FRET ratio 530/480, 1 h; inhibition, % at 20 µM; 0.74% of 220,000 active; AID 1434;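 active means mean inhibition across duplicate retests at 20 µM reaching about 50%, limit read from the data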;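 further: 0% = DMSO wells and 100% = wells with excess untagged CBFb-SMMHC; inhibitors lower the FRET ratio by blocking Runt binding to CBFb-SMMHC; some results filed as inactive read as strong as hits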
PPC-1+TRAIL kill = PPC-1 cancer cell killing with TRAIL present; cell killing (% activity), % at 4 µM; AID 1443; PPC-1 cells + TRAIL, ATPLite viability luminescence; 0.41% of 220,000 active;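 active means cell killing above 50% in the first pass at 4 µM, then a duplicate retest at 5 µM averaging 50% or more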;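 further: plate controls were cells with TRAIL plus DMSO for no effect and medium-only wells lacking cells for full effect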
MDM2 E3 inh = Mdm2 E3 ligase (human) inhibition; Q00987; cell-based MDM2 ubiquitination luciferase reporter, 2 h; 0 = plate control, 100 = twice control, blank-subtracted; signal enhancement, % at 5 µM; 0.11% of 210,000 active; AID 1230;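 active means signal enhancement of 30% or more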;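 further: luminescence tracks abundance of the self-degrading MDM2-luciferase fusion protein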
Target sequence (Q00987 whole entry, looked up, the tested form may be a part): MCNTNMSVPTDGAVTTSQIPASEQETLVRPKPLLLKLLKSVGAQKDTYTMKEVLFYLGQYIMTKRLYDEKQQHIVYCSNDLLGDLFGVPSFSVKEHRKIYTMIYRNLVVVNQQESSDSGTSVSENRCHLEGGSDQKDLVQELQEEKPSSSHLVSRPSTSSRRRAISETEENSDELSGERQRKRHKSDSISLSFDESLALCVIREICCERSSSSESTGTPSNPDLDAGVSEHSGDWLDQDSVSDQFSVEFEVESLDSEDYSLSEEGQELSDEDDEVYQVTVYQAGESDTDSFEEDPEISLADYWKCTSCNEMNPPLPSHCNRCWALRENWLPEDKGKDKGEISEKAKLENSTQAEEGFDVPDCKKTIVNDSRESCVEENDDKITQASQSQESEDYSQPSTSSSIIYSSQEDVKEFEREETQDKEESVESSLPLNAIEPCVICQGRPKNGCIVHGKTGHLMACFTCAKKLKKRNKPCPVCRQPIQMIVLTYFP
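System: stable MDM2–luciferase fusion reporter cells / Input: 2000 cells seeded into each well / Schedule: 4 h settle plus 2 h compound, 37 °C / Compound: single-point 5 µM / Buffer or medium: cells held in DMEM / Benchmarks: control and blank well means / Evaluation: percent signal gain over controls, blank-subtracted / Measured by: luciferase luminescence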
TNF necrop inh = inhibitors of TNF-alpha induced necroptosis in Jurkat FADD-/- cells; Jurkat FADD-/- TNF necroptosis rescue, ATP luminescence, 24 h; 0 = TNF only, 100 = no-TNF cells; activation (protection from cell death), % at 10 µM; 0.068% of 220,000 active;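 active means activation, meaning protection from cell death, of at least 50% relative to plate controls; inactive means activation below 50%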;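 further: necroptosis triggered by 40 ng/mL TNF-alpha added together with compound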
TRPN1 ag = activates the zebrafish TRPN1 channel; HEK293 zebrafish TRPN1-YFP, Fluo-8 calcium fluorescence; 100% = response to 87 µM carbachol; activation, % at 3 µM; 0.18% of 220,000 active; AID 1424;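 active means activation above its plate's cutoff, the mean activation of test wells on that plate plus 3 SD, cut at about 19% in these data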;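 further: 0% = DMSO alone and 100% = 87 µM carbachol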
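Control set: carbachol 87 µM as high control, DMSO as low control; system: HEK293 stable line with zebrafish TRPN1-YFP; read-out: % activation versus carbachol response; detection: intracellular calcium fluorescence with Fluo-8; doses: single test compound dose, 3 µM nominal, 0.3% DMSO; schedule: dye 1 h 37 °C plus 30 min RT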
CHOP inh = inhibitors of CHOP induction in ER stress response; CHO-K1 CHOP-promoter luciferase, tunicamycin-induced, 15-18 h; inhibition, % at 10 µM; 3.8% of 220,000 active; AID 2732;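 active means compounds that reduced the stress-induced luciferase reporter signal by more than about 70% of percent inhibition, limit read from the data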;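 further: 0% = tunicamycin plus vehicle and 100% = wells without tunicamycin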
An asterisk follows results filed as active; . = no result given.

SMILES | NCF1 inh | EBV gp42 inh | TRPML3 agonist | Runt-SMMHC FRET | PPC-1+TRAIL kill | MDM2 E3 inh | TNF necrop inh | TRPN1 ag | CHOP inh
CCOC(=O)c1[nH]c(C)c(C(=O)NCC2CCCO2)c1C (centres undefined) | -3 | -25 | 0.0 | -9 | 10 | -30 | 0.0 | -0.1 | 9
COc1ccc(CCNC(=O)c2ccco2)cc1OC | -49 | -5 | 1.2 | -2 | -2 | -41 | 0.4 | 1.3 | 29
CC1(C)CC(=O)C(N=Nc2c(F)cccc2F)=C(O)C1 | -5 | 0 | 0.7 | 1 | 26 | -12 | -1.7 | 0.5 | 8
CCOC(=O)C1Cn2c(nc3c(c2=O)C(C)(CC)Cc2ccccc2-3)S1 (centres undefined) | -13 | -10 | 0.4 | 2 | -14 | 1 | -1.8 | 0.2 | 56
C=CC[N+](C)(C)CC(=O)OCc1ccccc1 | -3 | -18 | 0.0 | -4 | 23 | -8 | 0.6 | -0.9 | 11
Cc1ccc(C2C(C(=O)c3ccco3)=C(O)C(=O)N2c2ncccn2)cc1 (centres undefined) | -14 | -10 | 0.1 | 1 | -17 | -12 | -0.2 | -0.1 | 8
Cc1ccc(SCc2c(C#N)c3ccccc3n2C)cc1 | -11 | -11 | 0.9 | -2 | -3 | . | 0.3 | 0.2 | 6
CCC(=O)Nc1cc(C)c(NC(=O)c2ccco2)cn1 | -13 | -17 | 0.7 | -6 | 12 | -12 | -0.2 | 1.8 | 18
CN(C)c1nn(C(=O)Nc2cccc(C(F)(F)F)c2)cc1-c1ccccc1 | -14 | -2 | 2.0 | 3 | 17 | -8 | -3.3 | 1.9 | 90*
Clc1ccc(CNc2cnccn2)cc1 | -4 | -11 | -0.7 | 0 | -5 | -3 | 13 | -1.5 | 8
COC(=O)CCN(C(=O)c1ccc(N2CCCC2)c([N+](=O)[O-])c1)c1ccccn1 | -5 | -4 | 0.5 | -2 | 22 | -12 | 1.6 | -1.6 | -5
O=C(CC1SC(=NCC2CCCO2)NC1=O)Nc1cccc2ccccc12 (centres undefined) | -11 | -13 | 0.0 | 0 | 19 | -1 | 2.0 | -0.4 | 4
Nc1ccc2c(C(F)(F)F)cc(C(F)(F)F)nc2n1 | -8 | 10 | 1.6 | 6 | 4 | -7 | -1.0 | -1.4 | 7
CC(=O)c1ccc(NC(=O)C2(c3ccccc3)CC2(Cl)Cl)cc1 (centres undefined) | 2 | -16 | 2.1 | -5 | 21 | -21 | 3.2 | 2.8 | -12
CCC(=O)Nc1ccccc1C(=O)NC1CCCCC1 | -9 | -3 | -1.2 | -6 | -12 | -15 | 0.2 | -1.2 | 45
COC(=O)c1cc(S(=O)(=O)NC2CCN(Cc3ccccc3)CC2)cn1C | 1 | -14 | 0.3 | 1 | 19 | -8 | 1.6 | -0.7 | 11
COc1ccc(Oc2cccc(Cl)c2CNC(=O)CCCC(=O)O)cc1 | -9 | -7 | 0.5 | 1 | -3 | -7 | 1.7 | 2.0 | 3
CC(=O)NCC12CC3CC(C1)CC(C(=O)O)(C3)C2 | -14 | -14 | 0.6 | 0 | -16 | 5 | -2.3 | -0.2 | -7
CCc1nn2c(N(C)CCO)cc(C)nc2c1-c1ccc(F)cc1 | -6 | -5 | -0.1 | -5 | 6 | -11 | -1.0 | 0.6 | 20
CCCCCCn1c(CN2CCN(C(=O)c3ccco3)CC2)nc2c1c(=O)n(C)c(=O)n2C | 2 | 4 | 0.0 | -12 | . | -18 | 0.1 | -1.0 | 0
CC(C)OC(=O)c1nnn(-c2nonc2N)c1CSc1ccccn1 | -7 | 2 | 0.1 | 0 | 2 | -3 | -3.9 | -0.4 | -1
CCC1(C)NC(=O)N(CC(=O)N2N=C(c3ccccc3)CC2c2ccc(OC)cc2)C1=O (centres undefined) | -4 | -3 | 0.0 | 2 | -3 | -9 | 1.0 | 0.7 | 13
CC[n+]1c(-c2ccc(C)cc2)csc1Nc1c(C)n(C)n(-c2ccccc2)c1=O | 5 | 8 | 0.6 | 2 | 28 | 2 | -2.2 | 0.1 | 24
Cn1nc([N+](=O)[O-])nc1Oc1ccccc1N | -13 | -10 | 0.0 | 4 | 19 | -19 | 1.9 | -0.2 | -12
CN1CCN(C(=O)CCN2C(=O)/C(=C/c3ccccc3Cl)SC2=S)CC1 | 1 | -5 | 0.6 | -1 | 2 | -5 | -11 | 1.2 | -5
Cc1ccc(C(=O)NCCc2cccc(Cl)c2)cc1[N+](=O)[O-] | 3 | -9 | -1.2 | 2 | 3 | -7 | 3.0 | -2.9 | -16
O=S(=O)(c1ccc(C2=CSC3=NCCN23)cc1)N1CCOCC1 | -1 | -18 | 0.5 | 3 | 20 | -3 | -2.3 | 2.0 | 13
O=S(=O)(NCC(c1ccco1)N1CCN(c2ccc(F)cc2)CC1)c1ccc(F)cc1 (centres undefined) | 0 | 13 | 0.4 | -6 | 32 | -8 | 1.4 | -0.4 | 68
Cc1onc(-c2ccccc2)c1C(=O)Nc1nc2c(s1)CCCC2 | -13 | -22 | -0.1 | 2 | 25 | -12 | 0.1 | -1.0 | -23
NNC(=O)c1cccc(COc2ccccc2Br)c1 | -3 | 16 | 0.0 | 4 | -4 | 17 | -2.0 | -0.9 | -9
O=Cc1cn(Cc2ccccc2)nc1-c1cccnc1 | -2 | -8 | 2.1 | -5 | -7 | -19 | 1.2 | 5.5 | -32
Cn1c(SCc2cccc([N+](=O)[O-])c2)nc2c(c1=O)SCC2 | 1 | -5 | 2.9 | -1 | 9 | -5 | -1.2 | 1.5 | 75*
CCOC(=O)C1CCN(C2CC(=O)N(c3ccc(OCC)cc3)C2=O)CC1 (centres undefined) | -5 | -23 | 0.1 | -2 | 18 | 6 | -0.8 | -0.6 | -18
Cc1ccc(C(=O)CN(Cc2ccccc2)C2=NCCS2)cc1 | -6 | 1 | 0.9 | 0 | 5 | -10 | 2.6 | 0.8 | 10
CCOC(=O)c1cc(C(C)=O)n2ccccc12 | -11 | -7 | -0.7 | -1 | 26 | 2 | -1.8 | -2.4 | 28
COc1ccccc1N1CCN(c2ccc(N3C(=O)CCC3=O)cc2[N+](=O)[O-])CC1 | -5 | -5 | 1.6 | -4 | 6 | -2 | 0.5 | 1.8 | 11
O=C(CC(=O)NC1CCCCC1)N/N=C/c1ccccc1Cl | -10 | 5 | 0.1 | 2 | 7 | -25 | 0.5 | -0.2 | 12
O=C(NCCCN1CCOCC1)c1ccc(CS(=O)(=O)c2cccc(C(F)(F)F)c2)o1 | 3 | -13 | 1.3 | -1 | -5 | -23 | -1.3 | 0.6 | -22
C=CCSc1nnc(-c2cc(Br)ccc2N)c(=O)[nH]1 | -8 | -27 | -1.0 | 3 | -4 | -5 | 0.3 | -0.8 | 5
COC(=O)c1c(C)noc1-c1ccc(Cl)cc1 | -8 | -11 | -0.3 | -1 | -1 | -3 | 1.7 | -1.7 | 13
O=C(COC(=O)C12CC3CC(CC(C3)C1)C2)Nc1nccs1 | -26 | 10 | 0.7 | 0 | 12 | -17 | 2.5 | -1.2 | -3
CC(=O)Oc1ccc2c(=O)c(Oc3ccccc3[N+](=O)[O-])coc2c1 | -6 | -3 | 0.2 | -2 | 6 | -11 | 1.3 | 0.5 | 12
Cc1ccc(SCc2cn3cccnc3n2)cc1 | -2 | -12 | 0.0 | -2 | 22 | -17 | -0.5 | 0.7 | -5
O=C(NC1(O)C(=O)c2ccccc2C1=O)c1ccc(C(F)(F)F)cc1 | -8 | -18 | 0.3 | -4 | 6 | -11 | -3.1 | 2.5 | 1
CCOC(=O)c1cc(C(=O)c2cc(F)ccc2O)coc1=N | -13 | 5 | 0.4 | 6 | 14 | -3 | -3.7 | -0.3 | 24
COc1ccccc1C(=O)NN1C(=O)/C(=C/c2cccn2C)SC1=S | 3 | -37 | -0.2 | -37 | 27 | -11 | 3.0 | -0.5 | -2
CC(C)(C)OC(=O)N1CCC(C(=O)N[C@@H](Cc2ccccc2)C(=O)O)(c2ccccc2)CC1 | 9 | -3 | -0.1 | 1 | 7 | -6 | 0.3 | 0.6 | -25
CCn1nc(C)c(C2C(C#N)=C(N)OC3=C2C(=O)CC(C)(C)C3)c1C (centres undefined) | -4 | -12 | 0.1 | 4 | -4 | 5 | 0.1 | -0.2 | -1
O=C(NCc1ccco1)c1cccc2ccccc12 | 2 | -19 | 0.7 | 5 | 13 | -11 | -2.8 | -0.5 | -20
O=C1c2ccccc2C(=O)N1CCOCCN1C(=O)c2ccccc2C1=O | -3 | -12 | 0.7 | -76 | -16 | 3 | -0.7 | 0.7 | 2
(listing goes on)
SMILES | NCF1 inh | EBV gp42 inh | TRPML3 agonist | Runt-SMMHC FRET | PPC-1+TRAIL kill | MDM2 E3 inh | TNF necrop inh | TRPN1 ag | CHOP inh
CCCCNC(=O)/C(C#N)=c1\s/c(=C\c2ccccc2OC(F)F)c(=O)n1CCCOC | -13 | -81 | 0.6 | -47 | 6 | -10 | 2.6 | 1.0 | -9
O=C(Nc1ccc(OCC(=O)N2CCC(Cc3ccccc3)CC2)cc1)c1ccco1 | -27 | -14 | -0.5 | -6 | 17 | -14 | -1.4 | -0.7 | 33
COc1ccc(/C=N/Nc2ccccc2C(=O)O)cc1Cn1cc([N+](=O)[O-])cn1 | -9 | -6 | -1.0 | 1 | 0 | 2 | -1.8 | -1.9 | -8
Cn1nccc1C(=O)N/N=C/c1cccnc1 | 6 | 5 | 3.4 | -5 | 11 | 0 | 0.0 | 1.0 | 2
COC(=O)c1nc2n(n1)C(c1cccc(Cl)c1)C1=C(CC(C)(C)CC1=O)N2 (centres undefined) | -9 | -11 | 0.7 | 3 | 14 | -5 | -1.6 | 2.9 | 20
CN(C)S(=O)(=O)c1ccc(C(=O)OCC(=O)NCc2ccccc2)cc1 | 10 | -7 | 0.1 | 1 | 5 | 0 | 0.0 | 1.0 | -1
COCCNS(=O)(=O)c1ccc(OCC(=O)OC)c(Cl)c1 | -5 | -21 | 0.2 | 4 | -5 | -9 | 1.1 | 0.8 | 92*
N#Cc1ccsc1NC(=O)c1ccccn1 | -22 | -7 | 0.9 | 0 | 11 | -15 | -0.5 | 2.0 | -15

Profiles, quoted from the list. Screens in order: NCF1 inh	EBV gp42 inh	TRPML3 agonist	Runt-SMMHC FRET	PPC-1+TRAIL kill	MDM2 E3 inh	TNF necrop inh	TRPN1 ag	CHOP inh
COc1ccc(CCNC(=O)c2ccco2)cc1OC as listed: -49	-5	1.2	-2	-2	-41	0.4	1.3	29
Cn1nc([N+](=O)[O-])nc1Oc1ccccc1N as listed: -13	-10	0.0	4	19	-19	1.9	-0.2	-12
Clc1ccc(CNc2cnccn2)cc1 as listed: -4	-11	-0.7	0	-5	-3	13	-1.5	8
